Assay outcomes: PubChem BioAssay, several laboratories
MEKK2mut PB1 HTS – signal of MEK5 binding to mutant human MEKK2 PB1 domain; hit rate 0.35% among 290,000; bead flow cytometry, Alexa488-MEK5 binding to MEKK2 mutant; AID 1530; percent response, % at 10 µM; in the data active = percent response above about 24%, passing the limit was not always enough; note: inactives centre near 1; some results filed as inactive read as strong as hits; reference of the scale not given here
DNA FID counter – displaces DNA intercalator in HCV helicase counter-screen; AID 1845; inhibition, % at 7.9 µM; DNA fluorescent intercalator displacement, fluorescence; hit rate 0.17% among 290,000; in the data active = inhibition above about 37%;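 note: 0% = vehicle and 100% = reference compound; higher means more ethidium bromide displaced from hairpin DNA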
MEKK3 PB1 HTS – MEKK3-MEK5 PB1 interaction, increase or decrease; hit rate 1.4% among 290,000; bead-based flow cytometry, Alexa488-MEK5 binding to MEKK3; actives lie on both sides; 0 = blocked by unlabeled MEK5, 100 = vehicle; Q99759; binding response (% of control), % at 10 µM;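 active = binding response more than 3 SD above or below the average of its plate-row segment, actives on both sides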;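 note: Alexa488 bead fluorescence after subtracting the streptavidin-only scavenger bead signal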
Target sequence (Q99759 whole entry, looked up): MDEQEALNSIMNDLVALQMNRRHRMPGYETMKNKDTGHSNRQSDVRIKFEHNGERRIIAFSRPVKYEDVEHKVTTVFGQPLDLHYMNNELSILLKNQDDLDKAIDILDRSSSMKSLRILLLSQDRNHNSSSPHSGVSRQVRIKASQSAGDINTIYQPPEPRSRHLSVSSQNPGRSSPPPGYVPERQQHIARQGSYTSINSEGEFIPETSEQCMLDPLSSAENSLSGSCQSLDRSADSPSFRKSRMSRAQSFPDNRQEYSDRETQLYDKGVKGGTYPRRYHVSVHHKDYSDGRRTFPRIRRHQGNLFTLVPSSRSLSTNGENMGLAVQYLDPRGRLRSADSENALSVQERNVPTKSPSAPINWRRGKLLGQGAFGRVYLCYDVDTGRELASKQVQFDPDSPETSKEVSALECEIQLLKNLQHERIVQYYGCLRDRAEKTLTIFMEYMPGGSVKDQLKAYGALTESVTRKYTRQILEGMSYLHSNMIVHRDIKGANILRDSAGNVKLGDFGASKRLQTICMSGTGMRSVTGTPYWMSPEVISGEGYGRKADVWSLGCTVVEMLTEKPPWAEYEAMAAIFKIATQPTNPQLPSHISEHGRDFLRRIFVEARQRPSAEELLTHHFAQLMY
OXTR ag – human OXTR agonism; activation, % at 3 µM; hit rate 0.32% among 320,000; P30559; AID 2435; CHO-OTR cells, Fluo-8 calcium fluorescence; normalized: DMSO 0%, oxytocin 100%;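 active = activation above the mean of all tested compounds plus 3 SD, cutoff set per screening run, cut at about 20% in these data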;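 note: peak over basal fluorescence ratio from a 100 s FLIPR kinetic read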
PfM18AAP inh – blocks P. falciparum M18 aspartyl aminopeptidase; hit rate 1.2% among 290,000; recombinant PfM18AAP, H-Glu-NHMec fluorogenic cleavage; inhibition, % at 7.35 µM; AID 1822;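 active = inhibition above the campaign mean inhibition over all tested compounds plus 3 SD, cut at about 28% in these data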;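 note: 0% = plate median of test compound wells and 100% = 2 mM ZnCl2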
NALP1 yeast inh – inhibitors of NALP1 inflammasome in yeast | S. cerevisiae NALP1/ASC/caspase-1 growth, X-gal OD620, 72 h | inhibition, % at 10 µM | hit rate 0.61% among 280,000; in the data active = inhibition mostly above about 24%, no sharp cut-off; inactive = mostly below about 32%; note: some compounds called inactive have numbers as strong as hits
GPR7 antag – antagonists of human GPR7 (neuropeptides B/W receptor 1) | inhibition, % at 4.4 µM | P48145 | GPR7-expressing cells, fluorescence antagonist assay | AID 1861 | hit rate 1.1% among 290,000; in the data active = inhibition above about 16%, passing the limit was not always enough;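 note: cells stimulated with the agonist NPW; 0% = agonist with vehicle and 100% = vehicle without agonist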
Target sequence (P48145 whole entry, looked up): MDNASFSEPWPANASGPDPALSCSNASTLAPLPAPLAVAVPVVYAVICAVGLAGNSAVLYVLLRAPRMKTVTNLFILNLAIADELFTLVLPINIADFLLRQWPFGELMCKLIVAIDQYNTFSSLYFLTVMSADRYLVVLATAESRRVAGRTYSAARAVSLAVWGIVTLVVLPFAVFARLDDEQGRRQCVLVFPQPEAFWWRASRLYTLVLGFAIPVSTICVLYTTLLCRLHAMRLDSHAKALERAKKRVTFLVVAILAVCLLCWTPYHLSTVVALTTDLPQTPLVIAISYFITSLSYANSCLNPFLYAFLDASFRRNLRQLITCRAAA
MEKK2wt PB1 HTS – raises or lowers MEK5 binding to wildtype human MEKK2 PB1 domain; Q9Y2U5; binding response (% of control), % at 10 µM; AID 1531; bead flow cytometry, Alexa488-MEK5 binding to MEKK2 WT; actives lie on both sides; hit rate 1.1% among 290,000; in the data active = binding response below about 67% or above about 130%
PHOSPHO1 inh – PHOSPHO1 (human) inhibition; Q8TCT1; recombinant PHOSPHO1, absorbance phosphatase assay; inhibition, % at 13.3 µM; hit rate 1.1% among 290,000; in the data active = inhibition above about 60%
* hit, by the source's call; x = no result given; [ ] = another dose, or the depositor's remark.

Below each compound – MEKK2wt PB1 HTS	NALP1 yeast inh	GPR7 antag	PHOSPHO1 inh	OXTR ag	MEKK2mut PB1 HTS	DNA FID counter	MEKK3 PB1 HTS	PfM18AAP inh
- COc1cc(/C=N/N2CCCCC2)cc([N+](=O)[O-])c1O
  107	12	-7	20	-1.4	4	0	104	3
- O=C(CCNS(=O)(=O)c1ccccc1)N1CCN(C(c2ccccc2)c2ccccc2)CC1
  97	18	-22	-16	0.5	-2	-57	102	2
- CCOC(CNc1ncnc2c1cnn2C)OCC
  97	-5	-13	43	0.4	0	-4	104	3
- Cc1ccc(-n2nnnc2-c2cccc(C)c2)cc1
  94	6	0	8	-0.6	-4	-6	97	-2
- CC(=O)C1=C(O)C(=O)N(c2cc(C(C)(C)C)on2)C1c1ccc(C(C)C)cc1 (configuration not stated)
  96	8	-2	-6	0.6	-3	-33	95	2
- COc1ccc(-c2csc(NC(=O)COC(=O)c3ccc(Br)o3)n2)cc1
  96	28	-6	-7	1.8	-2	-5	98	-8
- Cc1cccc(NC(=O)Nc2ccccc2[N+](=O)[O-])n1
  102	16	-4	0	-2.0	2	0	103	-6
- C#CCOCCOCCOCCNc1nc(N2CCN(C(=O)[C@H]([C@@H](C)CC)n3cc([C@@H](N)Cc4ccc(O)cc4)nn3)CC2)nc(N2CCN(C(=O)[C@H](Cc3cc4ccccc4[nH]3)n3cc([C@@H](N)C(C)CC)nn3)CC2)n1 (some centres not stated)
  237*	-1	2	16	0.4	91*	34	113	-3
- COc1ccccc1-c1cn[nH]c1-c1ccc(OCc2ccc(F)cc2)cc1O
  94	x	-24	-7	-0.1	-3	-12	98	17
- O=[N+]([O-])c1cc(Cc2ccccc2)cc(C=Nc2ccc(N3CCOCC3)cc2)c1O
  97	59	-6	0	3.5	0	3	146*	14
- COc1ccc(CN(CC(=O)NC2CCCCC2)C(=O)CCC(=O)Nc2nccs2)cc1
  102	13	5	22	-0.2	6	-42	103	-4
- CCCNC(=S)Nc1ccc(F)cc1F
  94	5	3	-6	-0.7	-17	-6	97	0
- CCOc1cccc(C(=O)Nc2nc(-c3ccc(S(=O)(=O)N4CCOCC4)cc3)cs2)c1
  109	19	-6	-11	1.8	1	-4	110	3
- COc1ccccc1-n1c(SCC(=O)NC2CCS(=O)(=O)C2)nc2cc([N+](=O)[O-])ccc21 (configuration not stated)
  102	23	1	-4	-1.6	0	-14	112	4
- Cc1ccc2oc(=O)c3cnn(CC(=O)N(CCC(C)C)Cc4ccco4)c3c2c1
  107	24	-5	-11	-2.4	3	-12	100	2
- CC(Sc1nnc(-c2ccc(Cl)cc2Cl)n1Cc1ccccc1)C(=O)Nc1nccs1 (configuration not stated)
  107	6	26	49	-0.6	7	-39	107	10
- CCN(Cc1nc2ccccc2c(=O)[nH]1)Cc1nc2ccsc2c(=O)[nH]1
  91	-28	10	-7	1.1	-7	-2	91	-1
- COc1ccc(C2CC(c3ccc(C)cc3)Nc3ncnn32)cc1 (configuration not stated)
  97	x	3	29	3.5	-1	-28	97	3
- CCC1CO/C(=C(\C(=C(Cl)Cl)N2CCOCC2)[N+](=O)[O-])N1 (configuration not stated)
  89	5	-5	5	0.6	-4	-1	89	0
- O=C(Nc1nnc(SCCC2OCCO2)s1)C1CC(=O)N(c2ccc(F)cc2)C1 (configuration not stated)
  101	16	0	-126	0.5	-1	-28	104	9

Continued.
Below each compound – MEKK2wt PB1 HTS	NALP1 yeast inh	GPR7 antag	PHOSPHO1 inh	OXTR ag	MEKK2mut PB1 HTS	DNA FID counter	MEKK3 PB1 HTS	PfM18AAP inh
- CCN(CC)CCNC(=S)Nc1ccc2nc(N3CCN(CC)CC3)cc(C)c2c1
  124	9	-6	33	0.6	13	39*	103	0
- CCOc1ccc(C(CC(=O)O)NC(=O)C23CC4CC(CC(C4)C2)C3)cc1 (configuration not stated)
  108	-16	2	-1	-0.5	2	-34	101	-10
- Cc1cccc(-n2ncc3c(NC4CCCCC4)ncnc32)c1
  110	20	-6	0	-1.1	-3	-16	108	1
- Cc1cccc(OCC(=O)Nc2nc3ccc([N+](=O)[O-])cc3s2)c1
  102	7	7	21	7.7	3	5	104	-4
- Cc1c(C(C)C)c(=O)n(-c2ccc(S(=O)(=O)NC(C)C)cc2)n1C
  92	7	-11	27	6.9	-2	-8	95	3
- COc1ccc(OC)c(N(CC(=O)NCCc2ccc(OC)c(OC)c2)S(=O)(=O)c2ccccc2)c1
  104	4	-10	42	2.2	1	-43	103	-1
- Nn1c(SCc2ccc(Br)cc2)nnc1-c1cccnc1
  105	13	-8	15	-0.3	0	-10	108	2
- COc1ccc(-c2n[nH]c(=S)o2)c(OC)c1
  108	-8	-13	103*	1.2	6	-1	106	-3
- C/C=C/C=N/NC(=O)CN(c1ccc(Br)cc1)S(=O)(=O)c1ccccc1
  112	18	-12	2	-2.5	1	-23	149*	1
- O=C1c2cccnc2C(=O)N1Cc1ccc(S(=O)(=O)N2CCOc3ccccc32)cc1
  99	-8	-14	6	0.1	-2	-24	99	-3
- CC(=O)Nc1ccc(N2CCCCC2)c(C(=O)Nc2cccc(C)c2)c1
  97	12	-9	-1	-2.0	-6	-28	98	13
- CCCN(CCC)S(=O)(=O)c1ccc(NC(=O)Cc2cccs2)cc1
  100	-5	6	12	-1.1	1	-17	100	-8
- OC1CCCN(Cc2ccc3c(c2)Cc2ccccc2-3)C1 (configuration not stated)
  120	22	-1	3	2.6	8	7	108	-2
- O=C(CSc1nc2c(c(=O)n1-c1ccc(F)cc1)SCC2)N1CCCC1
  105	-4	8	8	-1.9	4	-5	105	-5
- COC(=O)C1=C(C(=O)OC)[C@@H]2N(C)c3ccccc3[C@@]23C[C@@H](C(=O)OC)N(C(=O)c2cccs2)C3=N1
  96	x	x	26	-0.6	1	x	98	x
- Fc1ccc(NC(=S)Nc2ccc(Cl)cc2Cl)cc1
  86	11	7	-25	0.5	-7	-1	90	-2
- Cc1oc(-c2ccccc2F)nc1CS(=O)(=O)CC(=O)N1CCN(Cc2ccccc2)CC1
  106	22	-2	-14	4.0	8	-22	106	0
- Cc1c(NC(=S)NC(=O)c2cccc3ccccc23)cccc1C(=O)O
  105	-1	-10	36	0.5	6	-21	103	-3
- Cc1ccc(/C=C/C(=O)OCC(=O)Nc2ccccc2Sc2ccccc2)cc1
  97	38	-4	-5	1.7	-2	-4	99	0
- O=C1CCCc2c1cc(-c1ccccc1)n2-c1ccccc1
  114	7	-6	-4	-1.0	6	-22	110	1

2 compounds from above, limited to PfM18AAP inh and MEKK3 PB1 HTS:
SMILES	PfM18AAP inh	MEKK3 PB1 HTS
Cc1c(NC(=S)NC(=O)c2cccc3ccccc23)cccc1C(=O)O	-3	103
Cc1ccc(/C=C/C(=O)OCC(=O)Nc2ccccc2Sc2ccccc2)cc1	0	99

(more compounds)
Below each compound – MEKK2wt PB1 HTS	NALP1 yeast inh	GPR7 antag	PHOSPHO1 inh	OXTR ag	MEKK2mut PB1 HTS	DNA FID counter	MEKK3 PB1 HTS	PfM18AAP inh
- COc1ccccc1C(=O)N/N=C1/NC(=O)CC(C(=O)Nc2ccccc2)S1 (configuration not stated)
  107	x	-19	27	-0.5	9	-28	107	7
- O=C(CCCc1nc2ccccc2s1)N1CCN(c2ccccc2)CC1
  101	34	-13	1	-0.8	-1	-39	100	21
- O=C(O)/C=C/C(=O)Nc1ccc(SC(F)(F)C(F)(F)C(F)(F)F)cc1
  98	-17	-9	20	0.3	-3	-1	98	0
- CN1C(=O)C(C)(C)c2cc(S(=O)(=O)N3CCCC(C(=O)NCc4ccccc4Cl)C3)ccc21 (configuration not stated)
  100	14	-8	10	3.0	2	-50	103	3
- CCOc1ccccc1OCCC(=O)OCC(=O)c1ccc[nH]1
  102	-4	-4	40	0.1	2	-11	102	4
- COc1ccc(Cc2nc(-c3cccs3)no2)cc1OC
  104	-11	-4	-11	1.3	0	-13	103	-3
- Cc1cc(C)n2nc(/C(C#N)=C/c3ccccc3)c(C#N)c2n1
  104	14	-11	-3	x	2	-2	105	2
- Cc1ccc(OCCOC(=O)c2nc3nccc(C)n3n2)cc1
  98	9	2	20	0.7	-7	-4	96	-12
- CC1(C)Cc2noc(N)c2C(C)(C)N1O
  101	5	-9	6	1.4	-6	0	97	-5
- Brc1cc2c(cc1C1Nc3ccccc3C3C=CCC31)OCO2 (configuration not stated)
  98	15	-3	-14	-1.1	-2	-1	67*[inhibitor]	0
- COc1ccc(-c2[nH]nc3c2C(c2ccc(OC(=O)N4CCOCC4)cc2)C(C#N)=C(N)O3)cc1 (configuration not stated)
  99	-1	-6	-12	-0.6	-3	-23	95	6
- Cc1ccccc1NN1C(=O)C=CC1=O
  104	28	8	-2	-0.4	-1	1	94	-1
- CSc1cccc(NC(=O)CC2Oc3ccccc3NC2=O)c1 (configuration not stated)
  100	-14	1	20	-0.1	2	-11	103	5
- CSc1nc(Oc2ccc(Cl)cc2)c2sccc2n1
  101	32	-6	-14	-1.4	0	-1	102	1
- CCCn1c(SCC(=O)NC2CCCC2)nnc1-c1cccnc1
  95	12	-5	27	0.4	-6	-7	96	1
- [C-]#[N+][C@H](O[C@@H]1O[C@H](CO)[C@@H](O)[C@H](O)[C@H]1O)c1ccccc1
  104	x	x	x	0.1	3	x	105	x
- CNc1nc(C)nc(N/N=C/c2ccccc2)n1
  93	17	-7	16	-0.7	-8	-4	102	1
- O=S(=O)(Cc1ccccc1)Oc1ccccc1
  97	12	-4	9	-1.9	1	-1	101	-4
- CCCNC(=O)Cn1cnc2sc(C(=O)Nc3ccc4c(c3)OCO4)c(C)c2c1=O
  103	4	1	52	-0.1	5	-5	106	-7
- CCOc1ccc(NC(=O)N(CCN(C)C)C(C)c2cccnc2)cc1 (configuration not stated)
  97	x	-17	8	1.1	-2	-3	105	0
- O=C(Nc1ccccc1NC(=O)c1c(F)cccc1F)c1c(F)cccc1F
  107	5	-6	33	1.6	2	-11	103	-1
- Cc1ccc(N2C(=O)CC(Nc3ccc(Cl)c(S(=O)(=O)N(C)C)c3)C2=O)c(C)c1 (configuration not stated)
  94	-7	-5	36	-0.7	1	-21	93	1
- CCOC(=O)Nc1ccccc1C(=O)Nc1cc(C)cc(C)c1
  107	1	-10	16	-0.9	3	-9	110	7
